D1 ag: agonists of human D1 dopamine receptor; activation, % at 2 µM; 360,000 tested, 1% active; HEK293 T-REx D1 cells, calcium flux, agonist mode; AID 504660; note: 0% is about no effect
Target sequence (P21728 whole entry, looked up): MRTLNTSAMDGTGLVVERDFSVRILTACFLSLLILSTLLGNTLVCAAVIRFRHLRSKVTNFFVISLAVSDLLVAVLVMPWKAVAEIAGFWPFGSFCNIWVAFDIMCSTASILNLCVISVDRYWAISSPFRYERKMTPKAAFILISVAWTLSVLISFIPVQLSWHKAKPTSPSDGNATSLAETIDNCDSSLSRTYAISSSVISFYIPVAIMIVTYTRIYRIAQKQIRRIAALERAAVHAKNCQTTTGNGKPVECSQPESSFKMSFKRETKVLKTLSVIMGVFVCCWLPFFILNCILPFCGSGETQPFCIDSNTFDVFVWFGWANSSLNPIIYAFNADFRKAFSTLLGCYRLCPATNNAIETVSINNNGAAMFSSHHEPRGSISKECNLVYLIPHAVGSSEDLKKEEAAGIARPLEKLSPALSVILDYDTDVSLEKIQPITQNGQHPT
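Agonism was scored from calcium flux recorded over 180 s (1 read/s) after pintool compound addition, following a 10-cycle baseline. Cells were inducible force-coupled HEK293 TREx D1, plated overnight at 30 C and loaded with no-wash calcium dye.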
D2 antag: antagonists of human D2 dopamine receptor | P14416 | HEK293 TREx D2 cells, calcium flux, dopamine EC80 | inhibition, % at 10 µM | 340,000 tested, 2% active | AID 485344; in the data active = inhibition above about 30%; note: 0% is about no effect
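Dopamine at EC80 is the agonist stimulus; test compounds precede it by 180 s. Calcium flux read kinetically in a force-coupled, inducible HEK293 T-REx D2 cell line.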
D2 ag: agonists of human D2 dopamine receptor; P14416; HEK293 T-REx D2 cells, calcium flux agonist mode; activation, % at 2 µM; 340,000 tested, 0.53% active; AID 485358;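 active = activation over 3 SD above normal in the single-dose calcium agonist read, cut at about 30% in these data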; note: 0% is about no effect
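Tetracycline-induced HEK293 Trex cells with D2 receptor force-coupled to calcium signaling, plated overnight at 30 C and loaded with no-wash calcium dye. Calcium flux read kinetically for 180 s after compound addition; responses flag agonists.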
TRHR agonist: agonists of human TRH receptor; TRHR cells, calcium flux fluo-8, FDSS agonist mode; activation, % at 2 µM; 360,000 tested, 0.18% active; AID 493084; note: 0% is about no effect
Target sequence (P34981 whole entry, looked up): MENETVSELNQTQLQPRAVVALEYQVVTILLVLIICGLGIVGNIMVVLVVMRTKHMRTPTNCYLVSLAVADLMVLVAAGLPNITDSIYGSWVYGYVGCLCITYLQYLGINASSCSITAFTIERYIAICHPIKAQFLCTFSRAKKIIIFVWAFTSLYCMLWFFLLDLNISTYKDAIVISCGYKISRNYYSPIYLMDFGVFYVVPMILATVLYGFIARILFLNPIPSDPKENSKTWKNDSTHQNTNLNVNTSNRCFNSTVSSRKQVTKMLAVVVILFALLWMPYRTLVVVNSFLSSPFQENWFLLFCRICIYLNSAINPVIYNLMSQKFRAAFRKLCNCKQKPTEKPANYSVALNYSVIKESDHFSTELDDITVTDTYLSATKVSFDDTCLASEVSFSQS
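Fluo-8-loaded TRHR cells; 10 s baseline, compound added, kinetic Ca2+ fluorescence read 1/s, agonist mode.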
D2 potentiator: positively modulates the human D2 dopamine receptor allosterically. AID 485347. P14416. 340,000 tested, 0.34% active. potentiation, % at 10 µM. HEK293 T-REx D2, calcium flux, EC20 dopamine potentiation;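 active = potentiation over 3 SD above the plate norm, cut at about 30% in these data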; note: 0% is about no effect
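Potentiation of an EC20 dopamine calcium response measured kinetically over 180 s, after a preceding 180 s compound-only read flagging agonists. Cells: inducible Hek293 Trex D2 line, 4000/well, cultured overnight at 30 C before dye loading.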
D1 antag: blocks dopamine activation of the human D1 receptor; P21728; HEK293 TREx D1 cells, calcium flux, dopamine EC80; stronger effect = lower value; activity change, negative = inhibition, % at 10 µM; 360,000 tested, 3.2% active; AID 504652; in the data active = activity change below about -30%; note: % is set by controls: 0 for no effect and ±100 for the full control effect
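Antagonism measured as reduced calcium response to an EC80 dopamine addition following 180 s compound pre-read; cells were inducible HEK293 Trex D1 plated overnight at 30 C, read kinetically at 1 cycle/sec.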
TRHR PAM: TRH receptor (human) allosteric enhancement. TRHR cells, fluo-8 calcium fluorescence, EC20 TRH enhancement. enhancement, % at 2 µM. 360,000 tested, 0.66% active. AID 493056; in the data active = enhancement above about 30%; note: 0% is about no effect
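TRHR-expressing cells loaded with fluo-8 calcium dye were read kinetically (ex 480/em 530) during compound addition, then stimulated with an EC20 of TRH (10 nM final). Enhancement of the Gq-mediated intracellular calcium response was scored.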
RXFP1 antag: RXFP1 (human) relaxin receptor antagonism; HEK293-RXFP1, relaxin-stimulated cAMP HTRF, 30 min; stronger effect = lower value; activity change, negative = inhibition, % at 57.5 µM; 350,000 tested, 0.59% active;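 active = activity change of -60% or lower, but not beyond a set lower limit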; note: % is set by controls: 0 for no effect and ±100 for the full control effect
D1 potentiator: enhances dopamine response at the human D1 receptor. P21728. HEK293 TREx D1 cells, calcium flux, dopamine EC20 potentiation. potentiation, % at 10 µM. 360,000 tested, 0.036% active. AID 504651; in the data active = potentiation above about 30%; note: 0% is about no effect
* hit, by the source's call; / = no result given. Cut-off read from the data, not from the text of the source, unless noted: active = activation above about 30%; inactive = the rest.

canonical_smiles	D1 ag	D2 antag	D2 ag	TRHR agonist	D2 potentiator	D1 antag	TRHR PAM	RXFP1 antag	D1 potentiator
O=C(CCN1C(=O)/C(=C/c2ccccc2)SC1=S)N1CCCCCC1	5	-16	0.4	0.3	-5	-2	-7	-11	1
O=C(Cn1cc(C(=O)c2cccs2)c2ccccc21)NC1CCCCC1	1	9	0.1	0.1	-16	10	-8	7	-1
CCOC(=O)CC(=O)CSc1nc2c(cc1C#N)CCCCC2	1	-8	-1.5	0.5	7	-7	2	-12	-4
COc1ccc(C)cc1NC(=O)CSc1ccc(Cl)cc1	8	21	-0.8	-1.5	-24	4	-1	-6	-1
Cc1c(C(=O)Nc2ccc(-c3nc4cc(Cl)ccc4o3)cc2)oc2ccccc12	0	/	0.9	1.1	-16	-13	-3	-14	1
Cc1nn(CC2CC2)c(=O)n1-c1ccc(F)cc1	0	-31	0.3	0.4	-1	-1	4	-8	5
COc1ccc(CNC(=O)C(C)N=C2NS(=O)(=O)c3ccccc32)cc1OC (stereo not drawn)	1	24	0.6	0.4	-19	17	5	-10	-9
COc1ccc(C)cc1NC(=O)c1[nH]c(C)c(C(C)=O)c1C	0	-2	0.2	-0.4	-1	5	4	5	1
O=C(C1CCCN(Cc2ccccc2[N+](=O)[O-])C1)N1CCCCC1 (stereo not drawn)	4	9	0.8	0.2	-8	-4	-3	16	-3
O=C(c1cccc(Br)c1)N1CCN(S(=O)(=O)N2CCOCC2)CC1	0	/	/	0.1	-5	-6	3	-8	7
c1cnc(NC2CCCCCC2)nc1	3	-11	-0.1	0.6	5	19	19	5	1
O=C(Nc1ccc(F)cc1Cl)C1CCN(c2ncnc3c2nc2n3CCCCC2)CC1	2	/	-1.2	-0.9	3	-5	-26	-7	-2
COc1ccccc1C(=O)Nc1ccc(S(=O)(=O)Nc2cc(C)nc(C)n2)cc1	1	-6	-0.2	0.7	-4	-6	10	-14	-2
COc1ccccc1CNC(=O)COC(=O)c1sc(C)nc1C	3	16	-0.5	-0.1	16	-38*	0	2	-1
CC1=CCC2([N+](=O)[O-])CN(CC(=O)O)CC1([N+](=O)[O-])C2 (stereo not drawn)	8	-1	-1.9	0.7	-4	-4	4	5	4
CCc1ccc(-n2c(=S)sc3c(=O)n(-c4ccccc4OC)c(=S)[nH]c32)cc1	0	-18	-0.9	-0.3	/	5	-1	-40	1
Cc1cccc(C(=O)Nc2ccccc2C(=O)NCc2ccco2)c1	0	15	0.4	-0.6	11	-22	-7	-4	2
CCOC(=O)CSc1nnc(C)c(=O)[nH]1	2	5	0.6	-0.3	-5	-11	5	6	-6
COc1cccc(N2CC(NC(=O)c3cccc4ccccc34)CC2=O)c1 (stereo not drawn)	1	6	0.0	0.4	5	-14	3	-8	-2
COc1cc(-c2nnc(-c3ccco3)o2)ccc1OCc1ccccc1	3	7	1.0	-0.2	1	14	-4	4	-7
Cc1ccc(C2=NS(=O)(=O)N(C)C(C(=O)NCc3ccccc3)=C2)cc1	5	-16	0.3	-0.7	-12	-47*	-8	0	-9
COc1ccc(NC(=O)C2COc3ccccc3C2)cc1Cl (stereo not drawn)	5	/	/	0.1	-5	-5	0	-16	-2
O=C(NCCc1ccc(F)cc1)C(=O)NCC(c1ccco1)S(=O)(=O)c1cccs1 (stereo not drawn)	3	/	0.0	-0.3	6	/	-3	-4	-1
Cc1cc(=O)oc2c3c(cc(OCC(=O)NCC(=O)O)c12)OC(C)(C)CC3	3	6	-0.2	-0.9	13	-1	-5	4	-3
CCc1ccc(NC(=O)N(CCCN2CCOCC2)C(C)c2cc3cccc(OC)c3o2)cc1 (stereo not drawn)	0	0	0.8	-0.2	-16	-15	3	-12	-4
O=C(O)CCN=Cc1c(O)c2ccccc2oc1=O	4	-11	0.5	0.2	0	12	-6	-1	-1
Cc1cc2nc(-c3cccc(NC(=O)c4cccc5ccccc45)c3)oc2cc1C	2	/	0.3	0.2	-8	4	-6	12	-1
COc1ccccc1C1C(C(N)=O)=C(C)Nc2nc(-c3ccccc3Cl)nn21 (stereo not drawn)	0	-6	-0.2	-0.2	10	-2	2	-4	1
COc1cccc(CNC2CCCC2)c1	2	-11	-0.6	0.2	-12	-16	-7	2	-8
Oc1ccccc1N=Cc1c(O)ccc2ccccc12	101*	-2	24	27	15	5	4	-10	2
COc1ccc2c(c1)cc(C(O)c1ccccn1)n2S(=O)(=O)c1ccccc1 (stereo not drawn)	5	26	2.6	0.0	-8	0	-3	/	6
COc1ccc(C(=O)NC(=S)Nc2nnn(C)n2)cc1	2	3	1.1	-0.5	-9	2	-4	1	-7
NNC(=O)CN1CCN(c2ncc(C(F)(F)F)cc2Cl)CC1	3	3	0.0	0.1	-5	-18	-3	-30	1
Cc1ccc(CN2CCN(/N=C/c3ccc(C)s3)CC2)cc1	0	13	-0.5	-0.5	-26	-12	2	-15	-11
O=C(c1cc2ccccc2o1)N1CCN(C/C=C/c2ccccc2)CC1	2	77*	-1.6	-1.2	-33	-29	4	-25	-9
O=C(O)c1ccc(O)cc1O	1	-8	0.3	0.0	20	/	0	/	0
COc1ccc(N2CCN(Cc3nc4sc(C)c(C)c4c(=O)[nH]3)CC2)cc1	1	16	0.5	-0.2	-8	-3	7	-19	-5
Cc1cc(=O)n2c(c1C#N)SC1CCCCC12O (stereo not drawn)	1	6	0.6	0.1	9	3	-4	-8	1
CCN1CCCC1CNC(=O)C1CCN(Cc2nc(-c3cccc(Br)c3)oc2C)CC1 (stereo not drawn)	2	-11	0.2	0.2	2	16	0	-3	-8
Cc1cc(C)c2sc(N(CCCN(C)C)C(=O)CN3C(=O)c4ccccc4C3=O)nc2c1	42*	-13	-0.1	2.5	-2	-6	0	-16	-6
Cc1cc(C)c2cc(CN(CCN(C)C)C(=O)Nc3ccccc3Cl)c(=O)[nH]c2c1	1	/	/	0.3	2	9	-3	-12	-8
Cc1cnn(CCC(=O)NNC(=S)Nc2cccc(Cl)c2)c1	2	14	-0.8	-0.9	-6	9	-5	14	-4
CCN(CC)S(=O)(=O)c1ccc(N2CCOCC2)c(NC(=O)c2cnccn2)c1	0	/	/	-0.2	/	-5	-4	7	-1
Cc1nn(C)cc1CN(C)C(=O)c1nn2c(c1Br)NC(c1cccs1)CC2C(F)(F)F (stereo not drawn)	0	-9	-0.1	0.0	19	/	-1	-29	-4
CCC1S/C(=C(\C#N)C(N)=O)N(c2ccc(F)cc2)C1=O (stereo not drawn)	8	-5	0.5	0.1	7	-8	-6	-5	4
CCCCOC(=O)CCc1c(C)[nH]c(=S)[nH]c1=O	-1	-2	-0.1	0.9	6	1	4	-36	2
CC1=Nc2cc(C(=O)O)ccc2Sc2c(C)ccc(C)c21	5	-3	0.0	1.0	1	-16	0	-12	-10
CC(C)n1c(CN(C)Cc2ccccc2)nc2c1c(=O)n(C)c(=O)n2C	14	-16	0.4	-0.2	16	-10	5	-7	0
Cc1ccc(SCC(=O)Nc2ccc(N3CCOCC3)cc2)c(C)c1	2	5	0.1	-2.2	5	8	1	2	-1
Cc1ccc(S(=O)(=O)Nc2cccc(-c3ccc(N4CCCCCC4)nn3)c2)cc1	2	/	/	0.3	-9	0	-3	1	2

Compounds shown so far that have a cyano group:
canonical_smiles	D1 ag	D2 antag	D2 ag	TRHR agonist	D2 potentiator	D1 antag	TRHR PAM	RXFP1 antag	D1 potentiator
CCOC(=O)CC(=O)CSc1nc2c(cc1C#N)CCCCC2	1	-8	-1.5	0.5	7	-7	2	-12	-4
Cc1cc(=O)n2c(c1C#N)SC1CCCCC12O (stereo not drawn)	1	6	0.6	0.1	9	3	-4	-8	1
CCC1S/C(=C(\C#N)C(N)=O)N(c2ccc(F)cc2)C1=O (stereo not drawn)	8	-5	0.5	0.1	7	-8	-6	-5	4

Continued.
Order of values – D1 ag	D2 antag	D2 ag	TRHR agonist	D2 potentiator	D1 antag	TRHR PAM	RXFP1 antag	D1 potentiator
NC(=O)CC(NC(=O)c1ccccc1)c1ccc(N2CCC(Cc3ccccc3)CC2)c([N+](=O)[O-])c1 (stereo not drawn)
 : 2	-24	0.6	0.6	-12	5	5	/	3
Cc1cc(/C=C(\C#N)C(=O)O)c(C)n1C1CC1
 : 2	-14	-0.6	0.2	-1	7	1	0	-4
Cc1nn(C)c2c1c(C(F)(F)F)cc(=O)n2C(C)C(=O)Nc1ccccc1F (stereo not drawn)
 : 0	/	0.9	0.0	/	-7	5	/	-6
Cc1cc2c3c(c1)C1(C(=O)N3C(C)(C)CC2C)C(C#N)=C(N)OC2=C1C(=O)CC(C)(C)C2 (stereo not drawn)
 : 1	-14	-1.2	0.1	-9	7	1	-6	5
O=C(COc1ccc([N+](=O)[O-])cc1)Nc1ccc(NC(=O)c2ccccc2)cc1
 : 5	-1	0.2	0.7	-2	-1	-2	-7	-4
Cc1ccc(NC(=O)c2sc(-n3nc(C)c(Cc4ccc(Cl)cc4)c3C)nc2C)cc1
 : 3	/	2.4	0.4	/	-4	-3	-20	2
CCC(=O)Nc1ccc(OC)cc1OC
 : 2	-17	-0.1	0.5	6	-2	-7	1	-11
O=c1[nH][nH]c(C(F)(F)F)c1C=NCc1ccccc1Cl
 : 1	-3	0.2	-0.2	4	7	2	6	2
CC1CCCN(C(=O)c2cc(F)c(F)cc2Cl)C1 (stereo not drawn)
 : -1	8	-1.1	0.0	3	-5	-6	-18	-4
Cc1cccc(NC(=O)c2sc3nc(N4CCOCC4)c4c(c3c2N)CC(C)(C)OC4)c1
 : -1	/	0.6	-0.2	-7	-28	10	/	-1
CC1(C(=O)OCC(=O)c2c[nH]c3ccccc23)CC1(Cl)Cl (stereo not drawn)
 : 0	-9	0.9	0.4	4	-9	2	/	-5
O=C1Cc2cc(S(=O)(=O)Nc3cccc([N+](=O)[O-])c3)cc3c2N1CCC3
 : -2	5	0.2	-0.8	13	-18	10	-3	-5
Cc1cc(=O)[nH]c2nnc(SCc3ccc(C(F)(F)F)cc3)n12
 : 1	/	-1.4	-0.2	3	/	2	-1	0
CS(=O)(=O)N1CCN(C2Cc3ccccc3C2)CC1
 : 5	/	/	0.0	/	-2	-9	-30	-2
COC(=O)c1c(NC(=O)Cn2cnc([N+](=O)[O-])n2)sc2c1CCC(C)C2 (stereo not drawn)
 : 2	-5	1.0	-0.7	13	2	-5	/	5

Screens from PubChem.
